Screening results as filed in PubChem BioAssay.
PNC assembly inh: blocks assembly of the perinucleolar compartment; PC3M PTB-GFP, PNC prevalence imaging, 16 h; stronger effect = lower value; activity change (PNC), negative = inhibition, % at 10 µM; 140,000 tested, 3.1% active; AID 2417;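 active = readout at or below -70, meaning at least 70% loss of cells showing the perinucleolar compartment, a nuclear body marking cancer cells; inconclusive = readout between -30 and a set limit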;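 note: plate controls were DMSO wells for no effect and camptothecin positive control wells for full effect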
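Read-out is percentage of cells bearing a perinucleolar compartment, from automated 20x imaging of fixed, Hoechst-stained PC3M PTB-GFP cells. Cells were seeded 4 h, then exposed 16 h to compound (23 nl of library stock) in duplicate plates.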
12-hLO inh: 12-hLO (ALOX12) enzyme inhibition | P18054 | purified 12-hLO, xylenol orange hydroperoxide absorbance | Potency, µM (top dose mostly 57.1 µM), for inactives: top-dose activity change, negative = inhibition, hits mostly inhibitors | 150,000 tested, 0.12% active | AID 1452; note: potency is the fitted concentration of half-maximal effect; nearly all actives have a fitted effect of over 55% in size; many of its hits are not listed in these tables
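Purified human 12hLO (150 nM final) was preincubated with compounds for 15 min at room temperature in 25 mM Hepes pH 7.0, 0.01% Triton X-100, then reacted with 40 uM arachidonic acid for 30 min. Hydroperoxide was detected with ferrous iron/xylenol orange.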
15-hLO-2 inh: 15-hLO-2 (ALOX15B) enzyme inhibition; purified 15hLO-2, xylenol orange hydroperoxide absorbance; 110,000 tested, 0.56% active; Potency, µM (series often up to 57.1 µM), for the others: at the highest dose activity change, negative = inhibition, usual class: inhibitors; O15296; note: potency is the fitted concentration of half-maximal effect; nearly all actives have a fitted effect of over 60% in size; many of its hits are not listed in these tables
Target sequence (O15296 whole entry, looked up): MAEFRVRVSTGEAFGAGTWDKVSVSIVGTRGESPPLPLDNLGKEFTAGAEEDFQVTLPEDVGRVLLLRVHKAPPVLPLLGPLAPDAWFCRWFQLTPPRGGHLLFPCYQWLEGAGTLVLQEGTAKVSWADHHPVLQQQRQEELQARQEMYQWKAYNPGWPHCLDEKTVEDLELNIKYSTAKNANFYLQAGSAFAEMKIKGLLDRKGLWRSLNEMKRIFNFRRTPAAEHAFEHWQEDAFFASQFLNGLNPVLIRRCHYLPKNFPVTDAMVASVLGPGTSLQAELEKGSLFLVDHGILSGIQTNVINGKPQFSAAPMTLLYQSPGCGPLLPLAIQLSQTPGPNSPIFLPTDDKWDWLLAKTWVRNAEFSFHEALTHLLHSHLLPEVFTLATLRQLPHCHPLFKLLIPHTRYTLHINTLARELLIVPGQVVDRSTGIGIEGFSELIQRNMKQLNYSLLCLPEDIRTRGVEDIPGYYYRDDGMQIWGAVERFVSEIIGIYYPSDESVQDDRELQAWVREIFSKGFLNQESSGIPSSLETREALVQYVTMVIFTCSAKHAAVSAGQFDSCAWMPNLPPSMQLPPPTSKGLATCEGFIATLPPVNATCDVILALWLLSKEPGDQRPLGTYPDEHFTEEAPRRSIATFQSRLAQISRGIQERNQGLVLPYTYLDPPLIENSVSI
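Screening format was qHTS against 50 nM purified 15hLO-2 in Hepes pH 7.5 with detergent. Activity follows hydroperoxide formation from 45 uM arachidonic acid, measured as 573:405 nm absorbance ratio of the ferric-xylenol orange complex.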
IMPase inh: membrane-permeable compound that blocks inositol monophosphatase | P97697 | CHO-M1 cells, IP1 accumulation, HTRF TR-FRET ratio | inhibition (IP1 accumulation), % at 46.1 µM | 120,000 tested, under 10 active | AID 901; active = well fitted curve in the direction sought with a large enough effect in the signal ratio, not every such curve was filed as active; inconclusive = small, poorly fitted or top-dose-only effect, or a change in a side signal; inactive = no such curve, though single readings can be large or run the other way; the % refers to the signal ratio;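 note: cells stimulated with carbachol in lithium chloride buffer; plate controls were DMSO basal wells for no effect and reference inhibitor wells for full effect; higher means more IMPase inhibition seen as more IP1 and lower FRET ratio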
Target sequence (P97697 whole entry, looked up): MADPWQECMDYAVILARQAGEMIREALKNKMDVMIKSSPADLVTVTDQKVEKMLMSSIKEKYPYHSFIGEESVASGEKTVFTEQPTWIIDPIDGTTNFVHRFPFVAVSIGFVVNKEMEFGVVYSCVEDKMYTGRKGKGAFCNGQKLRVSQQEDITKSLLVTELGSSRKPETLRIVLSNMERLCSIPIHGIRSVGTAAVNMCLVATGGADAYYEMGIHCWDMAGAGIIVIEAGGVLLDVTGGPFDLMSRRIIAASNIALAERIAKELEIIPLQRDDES
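Measured: the HTRF emission ratio (665/620 nm) plus the 620 nm donor channel, each fitted to the Hill equation to give AC50. Cells were CHO-M1 given compounds up to 46 uM and a 30 min carbachol stimulation at 37C.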
Numbers without * were called inactive; ? = inconclusive; . = not tested or not shown; [ ] = another dose, or the depositor's remark. Unless noted, calls come from the whole dose curve; as a rule, active = well fitted curve in the direction sought with a large enough effect; inconclusive = small, poorly fitted or top-dose-only effect, or another doubt; inactive = no such curve, though single readings can be large; an effect the other way counts as inactive or inconclusive. Unless noted, % is set by controls: 0 for no effect and ±100 for the full control effect. Rows are unselected; any-hit rate near 3.1%.

mol	PNC assembly inh	12-hLO inh	15-hLO-2 inh	IMPase inh
CC1CN(c2nc3c(c(=O)n(C)c(=O)n3C)n2Cc2c(F)cccc2Cl)CC(C)O1 (stereo not drawn)	55	-1%	6%	6
COc1cc(OC)cc(C(=O)Nc2ccc([N+](=O)[O-])cn2)c1	59	-1%	.	.
COc1ccccc1-c1nc(NC(C)=O)n[nH]1	33	-5%	7%	2
Cc1ccc(-c2cc(C(=O)Nc3nccs3)c3ccccc3n2)c(C)c1	25	-6%	.	2
CCN(CC)CCCN(Cc1cc2cc(OC)c(OC)cc2[nH]c1=O)C(=O)Nc1ccccc1	-9	6%	9%	0
CCOC(=O)C1CCCN(c2nc3ccccc3nc2C(C#N)C(=O)OC(C)C)C1 (stereo not drawn)	-8	1%	.	0
CCOc1cc(N2C(=O)CC3CS(=O)(=O)CC32)c(OCC)cc1NC(=O)c1ccccc1 (stereo not drawn)	?	7%	-5%	15
O=C(O)C1OC(O)C(O)C(O)C1O (stereo not drawn)	.	-2%	-6%	-8
CCOC(=O)c1ccc(S(=O)(=O)NNC(=O)COc2cccc(C)c2)cc1	14	-1%	.	.
O=C(NCCN1C(=O)S/C(=C\c2cccnc2)C1=O)c1cccc(OC(F)F)c1	32	0%	.	.
CCOC(=O)c1c(NC(=S)NCCc2ccccc2)sc2c1CC(C(C)C)OC2 (stereo not drawn)	?	-2%	.	3
Clc1ccc(-c2nc(Cc3ccccc3Cl)no2)cc1	-16	-2%	-8%	3
CCN1CCN(CC(O)COc2ccc(Cl)cc2)CC1 (stereo not drawn)	22	12%	6%	-1
Cc1ccc(-c2[nH]nc3c2C(c2ccccc2OC(=O)N2CCOCC2)C(C#N)=C(N)O3)cc1 (stereo not drawn)	-8	-4%	3%	-3
CC(=O)c1ccc(NC(=O)CSc2nnc(Cc3cccn3C)n2-c2ccc(F)cc2)cc1	?	-3%	-3%	9
Cc1cccc(N2CCN(C(=O)c3cnn4c(C(F)F)cc(-c5ccccc5)nc34)CC2)c1C	7	7%	6%	-6
COC(=O)c1nc(N)sc1-c1ccc(OC)cc1	6	-2%	-2%	0
O=C(NCCCc1ccccc1)c1cccc([N+](=O)[O-])c1	-11	-2%	.	.
CCN(CC)C(=O)C(=O)N/N=C/c1cccs1	-6	3%	4%	2
CC(C)(Sc1cc(C(C)(C)C)c(O)c(C(C)(C)C)c1)Sc1cc(C(C)(C)C)c(O)c(C(C)(C)C)c1	31	-2%	-3%	-5[20.6 µM]
O=C1CC(Nc2ccccc2)C(=O)N1CCc1ccccc1 (stereo not drawn)	52	-4%	-3%	-7
Cc1cc(C)c2oc(C(=O)Nc3ccc(S(=O)(=O)N4CCC(C)CC4)cc3)cc(=O)c2c1	52	2%	.	.
C(=N\n1cnnc1)/c1ccccc1OCCOc1ccccc1	-21	-4%	5%	2
O=C(COc1ccc(Cl)cc1)NCCSCc1ccccc1Cl	35	-11%	.	.
CCOC(=O)C(C)(C)Sc1ncnc2nc[nH]c12	7	2%	.	-3
CSc1ccc(-c2nnn(Cc3ccc(Br)cc3)n2)cc1	8	-13%	1%	7
Cc1nn2c(-n3ccnc3C)c3c(nc2c1-c1ccccc1)CCC3	13	-2%	14%	-2
CCOc1ccc(N2Nc3n[nH]c(N)c3N2)cc1	?	-3%	.	11
COc1ccc2cc(Br)ccc2c1CC(=O)NC(C)(C)C	-3	1%	.	.
COCCCNC(=S)NNC(=S)Nc1ccc(F)cc1F	-9	?	?	3
CN1CCN(c2ccc(NC(=O)c3cccc(OCc4ccccc4)c3)cc2)CC1	3	5%	52%[activator]	18
Cc1cc(C)n2nc(C(=O)Oc3ccc4c(c3)OCO4)nc2n1	-7	0%	-14%	-2
CN(Cc1ccccc1)C(=O)c1ccccc1Br	75	2%	.	.
Cc1cccc(C)c1NC(=O)C(C)c1ccc(-c2ccccc2)c(F)c1 (stereo not drawn)	-3	-11%	-2%	8
CC(C)CCNC(=O)CN(Cc1ccc2c(c1)OCO2)C(=O)Cn1nnc(-c2cccs2)n1	?	-8%	-3%	3
c1ccc2c(c1)CCN(c1nc3cc4c(cc3s1)OCO4)C2	?	8%	-13%	-2
O=C1C[C@H]2CCCCC(=O)N3CC[C@@H](C1)[C@@H]23	.	-2%[0.00818 µM]	-5%[0.0915 µM]	.
COc1ccc(/C=N/Nc2ncnc3c2[nH]c2ccccc23)c(OC)c1OC	16	1%	.	.
COc1ccccc1/C=C(/CC(=O)NCc1ccc2c(c1)OCO2)c1nc2ccccc2s1	?	-3%	.	.
O=C(CSc1ccccc1C(=O)O)NCc1ccco1	21	2%	.	10

Entries of single compounds, looked up by structure.
Entry for CC(C)CCNC(=O)CN(Cc1ccc2c(c1)OCO2)C(=O)Cn1nnc(-c2cccs2)n1 : PNC assembly inh: ?; 12-hLO inh: -8%; 15-hLO-2 inh: -3%; IMPase inh: 3
Entry for O=C(CSc1ccccc1C(=O)O)NCc1ccco1 : PNC assembly inh: 21; 12-hLO inh: 2%; 15-hLO-2 inh: .; IMPase inh: 10

Next section.
mol	PNC assembly inh	12-hLO inh	15-hLO-2 inh	IMPase inh
CNC(=O)c1ccccc1NC(=O)c1c(O)c2c([nH]c1=O)CCCC2	41	-4%	1%	7
C/C(Cl)=C\Cn1c(N2CCCC2)nc2c1c(=O)[nH]c(=O)n2C	-9	-2%	-3%	3
O=c1oc2c(CN3CCCCC3)c(O)ccc2c2c1CCCC2	17	-1%	2%	-16
Cc1ccc(C(=O)NNC(=S)Nc2cccc(Cl)c2Cl)cc1[N+](=O)[O-]	28	-12%	15%	7
CCOC(=O)C1CCCN(c2ncnc3c2cnn3-c2cccc(C)c2)C1 (stereo not drawn)	24	-2%	2%	0
O=C(CSc1nc(C2CCCCC2)n(-c2ccccc2)n1)NCCN1C(=O)CSC1=O	0	0%	2%[2.29 µM]	3
O=C(O)c1oc2ccccc2c1CN1CCN(c2ccccc2)CC1	?	6%	4%	-6
CCOC(=O)c1ccc(-c2c(C)cc3oc(=O)cc(-c4ccccc4)c3c2C)cc1	.	1%[0.00818 µM]	6%[0.0915 µM]	.
CCOc1ccc(/C=N/OCC(=O)NCc2cccs2)cc1	-22	-1%	.	5
CC(C)CNC(=S)NC(=O)c1ccc(Cl)cc1Cl	-5	?	.	-2

Individual results from the results shown:
O=C(CSc1nc(C2CCCCC2)n(-c2ccccc2)n1)NCCN1C(=O)CSC1=O – PNC assembly inh = 0
C/C(Cl)=C\Cn1c(N2CCCC2)nc2c1c(=O)[nH]c(=O)n2C – PNC assembly inh = -9
CNC(=O)c1ccccc1NC(=O)c1c(O)c2c([nH]c1=O)CCCC2 – IMPase inh = 7

Following part:
mol	PNC assembly inh	12-hLO inh	15-hLO-2 inh	IMPase inh
CCOc1ccc(C(=O)Cc2cc(OC)c(OC)cc2[N+](=O)[O-])cc1	41	-1%	-10%	-2
CCOc1ccccc1-n1c(SCC(N)=O)nnc1-c1ccco1	-20	0%	-6%	-8
CCCCNS(=O)(=O)c1ccc2nc(-c3cccnc3)cc(C(=O)NC(C)CC)c2c1 (stereo not drawn)	-29	-1%	.	.
NS(=O)(=O)c1ccc(Nc2nc(-c3ccccc3)cs2)cc1	33	-15%	1%	-1
Cc1cc(Sc2nc(NC(C)(C)C)nc(N3CCOCC3)n2)nc(Cl)n1	28	1%	.	4
COc1cc(CNC2CCCCCC2)cc(OC)c1	?	2%	14%	0
CC(Oc1ccc(F)cc1)C(=O)/C=C\N(C)C (stereo not drawn)	-88*	-2%	0%	4
CC(C)=CC(=O)NCc1c(Cl)cccc1-n1cccc1	22	0%	-4%	5
COc1ccc2cc3c(N)nn(C(=O)C4CCC(C(C)(C)C)CC4)c3nc2c1 (stereo not drawn)	39	2%	.	.
Cc1c(C#N)c(N)nc2c3c(sc12)NC(=O)CC3c1ccc(Cl)cc1 (stereo not drawn)	33	1%	.	-3

The closing 4 records of the part before come first, to join the parts.
mol	PNC assembly inh	12-hLO inh	15-hLO-2 inh	IMPase inh
CC(Oc1ccc(F)cc1)C(=O)/C=C\N(C)C (stereo not drawn)	-88*	-2%	0%	4
CC(C)=CC(=O)NCc1c(Cl)cccc1-n1cccc1	22	0%	-4%	5
COc1ccc2cc3c(N)nn(C(=O)C4CCC(C(C)(C)C)CC4)c3nc2c1 (stereo not drawn)	39	2%	.	.
Cc1c(C#N)c(N)nc2c3c(sc12)NC(=O)CC3c1ccc(Cl)cc1 (stereo not drawn)	33	1%	.	-3
O=C(NCC1CCCO1)NC1CCCCC1 (stereo not drawn)	?	0%	.	?
CCOC(=O)c1cnc2ccc(C(=O)OC)cc2c1Nc1ccc2c(c1)OCCO2	6	6%	.	1
COc1ccc(-n2c(Cn3c(=O)sc4ccccc43)nnc2SCC(N)=O)cc1	24	-8%	4%	7
CCCCCCNC(=O)c1cccc(-c2ccc(C)c3ccccc23)n1	11	-1%	.	.
COc1ccc(CCn2nnnc2C(c2ccc(C)cc2)N2CCN(C)CC2)cc1OC (stereo not drawn)	?	2%	8%	-5
Cc1ccc(C(=O)NC(=S)Nc2ccc(-c3cc4ccccc4oc3=O)cc2)c(C)c1	13	3%	.	9
CC(C)n1nnnc1SCC(=O)NNC(=O)C1CCCCC1	68	0%	5%	6
O=C(CN(C(=O)CNC(=O)c1cccs1)c1ccc2c(c1)OCCO2)NC1CCCC1	-10	1%	1%	0
OC(c1ccccc1)c1cccnc1 (stereo not drawn)	-16	15%	.	.
S=c1[nH]ncn1/N=C/c1cccc(Oc2ccccc2)c1	24	-28%	-20%	2
CC(C)NC(=O)c1cc2c(s1)CCCC2	-14	6%	.	6
CS(=O)(=O)Nc1ccccc1Oc1ccccc1	0	-3%	.	8
Cc1c(C(=O)Nc2ccc(-n3cnnn3)cc2)oc2ccccc12	7	-3%	-2%	1
CCOc1cc(C2C3=C(CCCC3=O)N(C)C3=C2C(=O)CCC3)cc(Cl)c1O	-100*	-5%	.	-5
O=C(NCCC1=CCCCC1)C(=O)NCC1OCCCN1S(=O)(=O)c1ccccc1 (stereo not drawn)	?	-2%	.	.
COc1ccc([C@@H]2CC(=O)c3c(O)cc(O[C@H]4O[C@@H](CO[C@H]5O[C@@H](C)[C@@H](O)[C@@H](O)[C@@H]5O)[C@@H](O)[C@@H](O)[C@@H]4O)cc3O2)cc1O	.	1%[25.6 µM]	1%[25.6 µM]	-8[20.6 µM]
CC(C)(C)N(NC(=O)c1ccccc1)C(=O)c1ccc(C(=O)N(NC(=O)c2ccccc2)C(C)(C)C)cc1	?	1%	.	.
COc1ccc(-c2cc(C(F)(F)F)nc(-n3cc(Br)cn3)n2)cc1	0	-7%	16%	10
CC1CCN(CCCOc2ccc(OCc3ccccc3)cc2)CC1	?	-13%	32%[activator]	11
Cc1ccc(C(=O)N2CCc3ccccc32)o1	-12	0%	.	0
N#C/C(=C\N1CCOCC1)c1ccccc1	17	0%	-5%	8
Cn1c(=O)[nH]c(=O)c2c1ncn2CCN1CCOCC1	35	8%	-2%	-13
Cc1cc(C)c(NC(=O)CSc2ccc3nnc(CCNC(=O)c4ccccc4)n3n2)c(C)c1	0	1%	.	-4
Nc1n[nH]c(-c2ccccc2[N+](=O)[O-])n1	?	0%	.	.
Cc1ccc2oc(-c3ccco3)nc2c1	23	-3%	-12%	-4
CC(=O)c1cccc(NC(=O)CC2SC(N3CCCCC3)=NC2=O)c1 (stereo not drawn)	47	0%	-1%	-5
Cn1c(=O)c2c(nc(N3CCOCC3)n2Cc2c(F)cccc2Cl)n(C)c1=O	?	11%	2%	4
